RGS4 inh = Inhibitors of Regulator of G Protein Signaling (RGS) 4: qHTS | 390,000 tested, 0.039% active | AID 504845, 2011 | Potency, µM (highest dose often 114 µM), inactives show at the highest dose activity change, negative = inhibition, usual class: inhibitors | Transcreener GDP fluorescence polarization, RGS4-accelerated GTP hydrolysis; note: potency is the fitted concentration of half-maximal effect; % is set by controls: 0 for no effect and ±100 for the full control effect; nearly all actives have a fitted effect of over 75% in size; some results filed as inactive show a strong effect at the top dose
Target sequence (P49798 whole entry, looked up): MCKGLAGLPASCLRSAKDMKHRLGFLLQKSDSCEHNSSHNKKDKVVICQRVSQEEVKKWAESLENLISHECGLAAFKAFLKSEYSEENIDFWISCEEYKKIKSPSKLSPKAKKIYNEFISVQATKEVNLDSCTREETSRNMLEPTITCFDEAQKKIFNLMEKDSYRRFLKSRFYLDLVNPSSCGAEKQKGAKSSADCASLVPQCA
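MLSMR compounds (23 nl, pin-transferred) preincubated 10 min at room temperature with a 500nM (2x) first reagent, then RGS4 at 900nM (2x) plus Transcreener GDP mix added; fluorescence polarization (620/688 nm) read before and after 90 min at 30 °C.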
Pol beta inh = qHTS Assay for Inhibitors of DNA Polymerase Beta; AID 485314, 2010; P06746; Pol beta primer extension/strand displacement, fluorescence kinetic; 340,000 tested, 1.3% active; Potency, µM (series often up to 114 µM), without a hit: at the top dose activity change, negative = inhibition, most hits filed as inhibitors; note: potency is the fitted concentration of half-maximal effect; % is set by controls: 0 for no effect and ±100 for the full control effect
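Homogeneous kinetic assay of primer extension and strand displacement by 10 nM Pol beta, preincubated 15 min at room temperature with compound before 50 nM substrate (final) was added. Read at 0 and 10 min; four-parameter Hill fit.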
ERG-DNA inh = qHTS for Small Molecule Inhibitors of the ERG Ets/DNA interaction; Transcriptional regulator ERG (Homo sapiens), P11308; fluorescence polarization, His-ERG Ets domain / labelled DNA; Potency, µM (highest dose often 76.9 µM), without a hit: at the highest dose FP activity, negative = inhibition, actives largely listed as inhibitors; 370,000 tested, 0.028% active; AID 624246, 2012; active = well fitted inhibition curve with a large enough effect in the polarisation, with a control signal flat; inconclusive = small, poorly fitted or top-dose-only effect, or effect the other way, or a change in a side signal; inactive = no such curve, though single readings can be large or run the other way; the % refers to the polarisation;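 note: polarization taken with two DNA probes labelled with fluorescein and Texas red; potency is the fitted concentration of half-maximal effect; % of control where 0% means no effect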
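His-tagged ERG Ets domain (1 uM in the protein solution; 300mM KCl, 50mM Tris-HCl, 1mM EDTA, 1mM DTT, pH 7.5) received compound, then a probe mix of 5 nM fluorescein-DNA and 100nM Texas-615-DNA. Fluorescence polarization was read for both dyes.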
12-LOX inh = Primary qHTS assay for inhibitors of human arachidonate 12S-lipoxygenase (ALOX12): Round 2 | Polyunsaturated fatty acid lipoxygenase ALOX12 (Homo sapiens), P18054 | purified 12hLO, xylenol orange hydroperoxide absorbance | Potency, µM (doses to about 108 µM), for the others: at the highest dose activity change, negative = inhibition, actives largely listed as inhibitors | 580,000 tested, 1.1% active; note: potency is the fitted concentration of half-maximal effect; % is set by controls: 0 for no effect and ±100 for the full control effect
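Purified human 12hLO at 150 nM in 25 mM Hepes, 0.01% Triton X-100, pH 7.0, preincubated 15 min at room temperature with compound. Reaction started with 40 uM arachidonic acid, 30 min at room temperature. Hydroperoxide measured by Fe-xylenol orange, 573/405 nm absorbance ratio.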
Apoferritin bind = qHTS Assay for Identification of Novel General Anesthetics; Ferritin light chain (Equus caballus), P02791; apoferritin/1-aminoanthracene competitive binding, fluorescence; Potency, µM (titrated, usually from 77.5 µM), for inactives: top-dose activity change, negative = displacement, most hits filed as inhibitors; 350,000 tested, 0.074% active; AID 485281, 2010; note: potency is the fitted concentration of half-maximal effect; % is set by controls: 0 for no effect and ±100 for the full control effect; nearly all actives have a fitted effect of over 20% in size
Target sequence (P02791 2-175 limits assumed): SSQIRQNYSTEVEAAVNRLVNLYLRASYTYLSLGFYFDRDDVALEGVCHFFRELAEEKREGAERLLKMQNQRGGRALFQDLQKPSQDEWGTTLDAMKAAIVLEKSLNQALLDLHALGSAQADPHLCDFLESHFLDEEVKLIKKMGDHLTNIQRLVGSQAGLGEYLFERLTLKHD
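Read-out: endpoint 1-AMA fluorescence, excitation 380 nm and emission 535 nm, after compounds sit 10 min at room temperature with 10 uM horse-spleen apoferritin in 50% saturated 1-AMA/PBS. Values come from four-parameter Hill fits.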
POLH inh = qHTS for Inhibitors of Polymerase Eta; 390,000 tested, 1.2% active; DNA polymerase eta (Homo sapiens), Q9Y253; Potency, µM (titrated, usually from 114 µM), without a hit: at the highest dose activity change, negative = inhibition, most hits filed as inhibitors; recombinant Pol eta, fluorescent DNA replication assay; note: potency is the fitted concentration of half-maximal effect; % is set by controls: 0 for no effect and ±100 for the full control effect
Target sequence (Q9Y253 whole entry, looked up): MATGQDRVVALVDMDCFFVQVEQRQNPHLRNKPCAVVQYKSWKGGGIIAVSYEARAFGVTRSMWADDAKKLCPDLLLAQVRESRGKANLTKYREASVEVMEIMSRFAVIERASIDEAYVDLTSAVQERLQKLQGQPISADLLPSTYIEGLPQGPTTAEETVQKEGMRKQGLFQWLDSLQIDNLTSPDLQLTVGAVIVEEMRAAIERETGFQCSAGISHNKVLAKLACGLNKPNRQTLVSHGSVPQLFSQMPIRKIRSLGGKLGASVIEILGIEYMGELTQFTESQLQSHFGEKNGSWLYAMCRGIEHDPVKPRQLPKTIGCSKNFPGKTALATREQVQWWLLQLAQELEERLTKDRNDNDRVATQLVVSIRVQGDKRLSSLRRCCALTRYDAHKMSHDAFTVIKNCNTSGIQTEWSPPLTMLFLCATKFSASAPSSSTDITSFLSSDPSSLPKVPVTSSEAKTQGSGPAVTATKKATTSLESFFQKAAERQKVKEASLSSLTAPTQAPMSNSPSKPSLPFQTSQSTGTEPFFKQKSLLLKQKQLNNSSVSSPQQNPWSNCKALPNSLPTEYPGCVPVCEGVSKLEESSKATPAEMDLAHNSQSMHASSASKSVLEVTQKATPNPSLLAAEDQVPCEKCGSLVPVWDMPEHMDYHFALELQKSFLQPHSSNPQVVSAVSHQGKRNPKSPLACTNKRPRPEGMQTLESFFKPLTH
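Pol eta at 10 nM preincubated with compounds 15 min at room temperature; reaction started with fluorescent substrate (50 nM final) and read kinetically at 0 and 10 min.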
POLK inh = qHTS for Inhibitors of Polymerase Kappa. DNA polymerase kappa (Homo sapiens), Q9UBT6. purified Pol kappa, fluorescent DNA synthesis assay, 10 min. Potency, µM (titrated, usually from 107 µM), without a hit: top-dose activity, negative = inhibition, actives largely listed as inhibitors. 400,000 tested, 0.53% active. AID 588579, 2011; note: potency is the fitted concentration of half-maximal effect; % is set by controls: 0 for no effect and ±100 for the full control effect
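Fluorescent qHTS in 1536-well format: enzyme (10 nM) and compound sat 15 min at room temperature before 50 nM substrate (final) was added. Signal taken at 0 and 10 min; no-enzyme buffer wells were negative controls.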
LDHA inh = qHTS assay for inhibitors of human lactate dehydrogenase; L-lactate dehydrogenase A chain (Homo sapiens), P00338; purified LDHA, NADH/diaphorase-resazurin fluorescence; stronger effect = lower value; activity change, % (values are at about 110 or 230 µM); 480,000 tested, 0.15% active; AID 1347041, 2019; in the data active = activity change below about -30%; inconclusive = mostly about -25% to -30%;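 note: plate controls were DMSO wells for no effect and wells without enzyme for full effect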
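Human LDH5 (2 nM) was incubated with 0.06 mM NADH and 0.2 mM pyruvate for 5 min at room temperature in Tris pH 7.4. Remaining NADH was coupled through diaphorase/resazurin, and resorufin fluorescence was read at 0 and 20 min.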
APEX1 inh = qHTS Assay for Inhibitors of the Human Apurinic/apyrimidinic Endonuclease 1 (APE1); DNA repair nuclease/redox regulator APEX1 (Homo sapiens), P27695; recombinant APE1, TAMRA/BHQ-2 abasic DNA cleavage fluorescence; 350,000 tested, 0.35% active; Potency, µM (highest dose often 65.8 µM), for inactives: at the highest dose activity change, negative = inhibition, most hits filed as inhibitors;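 note: potency is the fitted concentration of half-maximal effect; plate controls were vehicle for no effect and reference inhibitor for full effect; nearly all actives have a fitted effect of over 55% in size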
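APE1 at 0.75 nM preincubated 15 min at room temperature with compound. Reaction then started with 50 nM double-stranded THF-abasic substrate labelled with TAMRA/BHQ-2, and 525/598 nm fluorescence read kinetically. Activity taken as third-minus-first read difference, normalized to DMSO and NSC13755 controls.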
Active calls of the source: *; ? = inconclusive; nt = no result given; & = joins results of further samples; [ ] = dose if it differs, or a comment. Unless noted, calls come from the whole dose curve; as a rule, active = well fitted curve in the direction sought with a large enough effect; inconclusive = small, poorly fitted or top-dose-only effect, or another doubt; inactive = no such curve, though single readings can be large; an effect the other way counts as inactive or inconclusive. A portion of the library, so the mix of outcomes need not match the whole.

(1) CC(=O)N1CCC(N(CCN2CCOCC2)C(=O)Nc2ccc(Cl)c(Cl)c2)CC1
(2) O=C(O)c1ccc(C2NCC(c3ccccc3Cl)c3c2[nH]c2ccccc32)cc1 (stereo not given)
(3) C=CCN1C(=O)C(O)(CC(=O)c2ccc(N)cc2)c2ccccc21 (stereo not given)
(4) Cc1ccc(NC(=O)Cn2c(-c3nonc3N)nc3ccccc32)c(Br)c1
(5) C/C(=N\NC(=O)Cc1csc(N2CCOCC2)n1)c1ccccc1
(6) COCCN1CCN(C(=O)C2CCC(=O)N(Cc3ccccc3F)C2)CC1 (stereo not given)
(7) CC(C)C(NC(=O)c1ccc2c(c1)OCO2)C(=O)N/N=C/c1cccs1 (stereo not given)
(8) O=C(N/N=C/C=C/c1ccc2c(c1)OCO2)C(O)c1ccccc1 (stereo not given)
assay / compound,1,2,3,4,5,6,7,8
RGS4 inh,-11%,-11%,-28%,14%,-15%,17%,-41%,-1%
Pol beta inh,nt,2%,29%,-19%,-12%,1%,?,-17%
ERG-DNA inh,-7%,-5%,-2%,-2%,-2%,-2%,6%,2%
12-LOX inh,-21%,-11%,360%[activator],-7%&-9%,-7%,0%,-10%,-4%
Apoferritin bind,nt,3%,-8%,-10%,?,-2%,-16%,-7%
POLH inh,-9%,-16%,-21%,-14%,-1%,-17%,?,-8%
POLK inh,-19%,-6%,-4%,3%,-2%,-2%,-2%,-5%
LDHA inh,-12,-14,4,-2&-7,0,-6,-3,-6
APEX1 inh,nt,10%,15%,nt,15%,1%,4%,0%

(9) Cc1ccc(NC(=O)c2nc(S(=O)(=O)Cc3ccc(F)cc3)ncc2Cl)cc1C
(10) O=C1COc2ccc(C(=O)COc3ccc(Cl)cc3Br)cc2N1
(11) Cc1ccc(N(C(=O)CS(=O)CC(=O)Nc2ccc(F)cc2)C(C(=O)NC2CCCCC2)c2ccco2)cc1 (stereo not given)
(12) COc1ccc(OC)c(-n2nnnc2SCC(=O)Nc2cc(C)ccc2OC)c1
(13) CC(NC(=O)CCNS(=O)(=O)c1ccc2c(c1)c(=O)n(C)c(=O)n2C)c1ccccc1 (stereo not given)
(14) Cc1ccc(-c2csc3nc[nH]c(=O)c23)cc1C
(15) O=C(CNC(=O)c1nc[nH]c1C(=O)N1CCN(c2ccccc2)CC1)OCc1ccccc1
(16) CC(=O)Nc1ccc(SCC(=O)c2cc(C)n(C)c2C)cc1
assay / compound,9,10,11,12,13,14,15,16
RGS4 inh,-29%,-17%,-5%,-5%,-11%,-6%,32%,-22%
Pol beta inh,?,nt,1%,2%,0%,4%,9%,6%
ERG-DNA inh,3%,0%,-7%,-1%,-3%,8%,4%,-1%
12-LOX inh,-8%,-9%,3%,-26%,0%,?,2%,-28%
Apoferritin bind,?,nt,-8%,-7%,-15%,?,-14%,-14%
POLH inh,?,-19%,-17%,-11%,-10%,-9%,-3%,5%
POLK inh,4%,-4%,-1%,-4%,-3%,2%,5%,-4%
LDHA inh,2,-3,-7,-1,-4,1,-7,0
APEX1 inh,nt,1%,4%,1%,-5%,19%,52%[activator],-2%

(17) COc1ccc(C2CC(=O)N(CCCN(C)CCc3ccc(OC)c(OC)c3)C2)cc1 (stereo not given)
(18) CC(C)c1ccccc1NC(=O)C1CN(S(=O)(=O)c2ccccc2)CCN1S(=O)(=O)c1ccccc1 (stereo not given)
(19) CCOc1ccc(-c2nnc(-c3ccco3)o2)cc1
(20) CCN(CC)CCN1C(=O)C2C3c4ccccc4C(c4ccccc43)C2C1=O (stereo not given)
(21) Cc1cccc(NC(=O)Nc2cccc3ccccc23)c1
(22) Cc1ccc(OCc2nnc(SCC(=O)NCc3ccco3)n2C)cc1
(23) CC(=O)N1CCOc2ccc(S(=O)(=O)Nc3cccc(C)n3)cc21
(24) Cc1ccc(/C=N/c2sc3c(c2C#N)CCCCC3)o1
assay / compound,17,18,19,20,21,22,23,24
RGS4 inh,17%,11%,-17%,-2%[11.4 µM],-8%,-9%,-43%[56.9 µM],-21%
Pol beta inh,5%,0%,-18%,-11%,31%,-4%,-7%,-18%
ERG-DNA inh,-12%,6%,nt,-4%,3%,-5%,6%,9%
12-LOX inh,?,-4%,-2%,-34%,455%[activator],49%[activator],-19%,?
Apoferritin bind,-4%,-9%,-2%,-22%,1%,3%,-3%,?
POLH inh,-16%,-3%,-1%,-15%,-17%,10%,1%,?
POLK inh,-20%,-3%,-4%,-13%,5%,0%,-1%,-7%
LDHA inh,-24,-2,-5,-4,-2,-2,1,9
APEX1 inh,3%,-4%,1%,-5%,21%,1%,-10%,-1%

(25) O=c1cc(/N=C/c2coc3c(ccc4ccccc43)c2=O)[nH]c(=S)[nH]1
(26) CCc1ccc(OCc2nnc(SCCN3CCOCC3)n2CC)cc1
(27) Cc1ccccc1NC(=S)N1CCC(NC(=O)c2ccco2)CC1
(28) O=C1C(Cl)=C(N2CCOCC2)C(=O)N1c1cccc(C(F)(F)F)c1
(29) C=CCNC(=O)c1cccc2c1C(=O)c1ccc(N3CCOCC3)cc1S2(=O)=O
(30) CC(C)c1nc(NCc2ccccc2)c(C#N)c2c1CCCC2
(31) CCN(CC(=O)Nc1cc(Cl)ccc1C)C(=O)c1oc2ccc(OC)cc2c1C
(32) Cc1ccc(C)c(N2CCN(C(=O)CCS(=O)(=O)c3ccc4c(c3)CCN4C(=O)C3CC3)CC2)c1
assay / compound,25,26,27,28,29,30,31,32
RGS4 inh,-44%,23%,-2%,?,-6%,14%[11.4 µM],-2%,6%[56.9 µM]
Pol beta inh,22µM*,22%,8%,25%,nt,17%,nt,6%
ERG-DNA inh,2%,-5%,-4%,-8%,3%,8%,nt,2%
12-LOX inh,-13%,-16%,-5%,-7%,-1%,0%,-12%,-26%&-13%
Apoferritin bind,-10%,?,-3%,-6%,nt,-7%,nt,-4%
POLH inh,?,-6%,0%,-14%,3%,-22%,?,-9%
POLK inh,?,-15%,-1%,-2%,-3%,-9%,-11%,-25%
LDHA inh,4,?,-1,0,-18,-1,-7,-4&1
APEX1 inh,1%,-1%,1%,40%,29%,0%,-5%,-20%

(33) c1ccc2cc(CSCc3nc4ccccc4[nH]3)ccc2c1
(34) CCOc1ccc2nc(SC3CC(=O)N(c4cccc(OC)c4)C3=O)sc2c1 (stereo not given)
(35) Cc1cc(OCC(=O)N2CCCC2)cc(C)c1Cl
(36) COc1cc(/C(C#N)=C/c2ccccc2)c([N+](=O)[O-])cc1OC
(37) NC(=O)C1CCN(S(=O)(=O)c2cc3c4c(c2)CCN4C(=O)CC3)CC1
(38) CCCCn1nnc(NC(=S)NC(=O)c2cccs2)n1
(39) CCCCNc1c(-c2cccc(-c3cc(C(C)=O)cs3)c2)nc2cc(C)ccn12
(40) O=[N+]([O-])c1cccc(S(=O)(=O)NCCCn2ccnc2)c1
(41) Cc1cc2ncn(/N=C/c3ccc(-c4ccccc4)o3)c2cc1C
(42) Cc1cc(-c2nnc(-c3ccccc3)c(-c3ccccc3)n2)c(C)o1
assay / compound,33,34,35,36,37,38,39,40,41,42
RGS4 inh,2%,-32%,-25%,-15%,-3%,?,7%,11%,-12%,?
Pol beta inh,84%,?,8%,-19%,nt,2%[57.1 µM],nt,55%[activator],-2%,7%
ERG-DNA inh,6%,3%,0%,0%,0%,-7%,3%,-3%,-8%,-11%
12-LOX inh,-18%,-16%,-11%,0%,18%,?,-8%,11%,?,?
Apoferritin bind,-14%,-4%,-7%,-5%,nt,-19%,nt,-8%,-1%,?
POLH inh,-23%,-23%,-16%,-9%,7%,0%,-15%,-7%,1%,-11%
POLK inh,0%,-6%,5%,-6%,-3%,-4%,-7%,-6%,-1%,-5%
LDHA inh,5,-4,-2,-2,-2,1,0,-8,-8,0
APEX1 inh,-8%,-5%,4%,-5%,-1%,-1%,-5%,5%,?,0%

Random excerpt: 3 records from the list
(37) NC(=O)C1CCN(S(=O)(=O)c2cc3c4c(c2)CCN4C(=O)CC3)CC1
(34) CCOc1ccc2nc(SC3CC(=O)N(c4cccc(OC)c4)C3=O)sc2c1 (stereo not given)
(42) Cc1cc(-c2nnc(-c3ccccc3)c(-c3ccccc3)n2)c(C)o1
assay / compound,37,34,42
RGS4 inh,-3%,-32%,?
Pol beta inh,nt,?,7%
ERG-DNA inh,0%,3%,-11%
12-LOX inh,18%,-16%,?
Apoferritin bind,nt,-4%,?
POLH inh,7%,-23%,-11%
POLK inh,-3%,-6%,-5%
LDHA inh,-2,-4,0
APEX1 inh,-1%,-5%,0%
